Source: PubChem BioAssay
TDP1 inh: inhibitors of human tyrosyl-DNA phosphodiesterase TDP1; Q9NUW8; recombinant TDP1, AlphaScreen DNA substrate cleavage; Potency, µM (highest dose often 130 µM), without a hit: top-dose activity change, negative = inhibition, most hits filed as inhibitors; 350,000 compounds, 0.28% hits; AID 485290; note: nearly all actives have a fitted effect of over 40% in size
Target sequence (Q9NUW8 whole entry, looked up): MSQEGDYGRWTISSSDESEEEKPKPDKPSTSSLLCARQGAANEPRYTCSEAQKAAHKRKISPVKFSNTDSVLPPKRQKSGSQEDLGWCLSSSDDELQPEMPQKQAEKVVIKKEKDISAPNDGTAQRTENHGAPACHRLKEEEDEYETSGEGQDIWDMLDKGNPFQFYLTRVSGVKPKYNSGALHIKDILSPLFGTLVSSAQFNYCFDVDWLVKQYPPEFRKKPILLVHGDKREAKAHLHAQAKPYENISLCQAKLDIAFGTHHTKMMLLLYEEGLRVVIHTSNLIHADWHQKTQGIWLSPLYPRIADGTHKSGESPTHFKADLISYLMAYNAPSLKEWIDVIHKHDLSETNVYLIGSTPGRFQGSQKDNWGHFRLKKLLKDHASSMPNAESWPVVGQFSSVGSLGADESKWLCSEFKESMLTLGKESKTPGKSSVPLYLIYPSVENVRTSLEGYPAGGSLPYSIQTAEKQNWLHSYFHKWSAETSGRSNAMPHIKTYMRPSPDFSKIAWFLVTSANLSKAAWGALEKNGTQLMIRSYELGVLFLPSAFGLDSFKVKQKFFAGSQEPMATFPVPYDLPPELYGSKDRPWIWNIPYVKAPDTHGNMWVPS
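Here, a 5' biotin and 3' phosphotyrosine-FITC DNA oligonucleotide reports Tdp1 activity: intact substrate bridges AlphaScreen beads, while cleavage leaves a 3' phosphate and drops signal. All incubations at room temperature.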
DT40 TDP1 CPT: DT40-hTDP1 cell growth loss with CPT | chicken DT40 Tdp1-/-;hTDP1 cells + 20 nM CPT, ATP luminescence, 48 h | Potency, µM (series often up to 46.2 µM), for inactives: at the top dose activity change, negative = growth inhibition, hits mostly inhibitors | 420,000 compounds, 12% hits | AID 686979; note: nearly all actives have a fitted effect of over 55% in size
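Chicken DT40 Tdp1-/- cells complemented with human TDP1, 400 cells/well, exposed to compounds plus 20 nM camptothecin for at least 48 h at 37 C; viability read as ATP content by CellTiter-Glo luminescence.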
DT40 TDP1 no CPT: qHTS for Inhibitors of human tyrosyl-DNA phosphodiesterase 1 (TDP1): qHTS in cells in absence of CPT. DT40 Tdp1-/- hTDP1 cells, no CPT, ATP luminescence, 48 h. Potency, µM (doses to about 46.2 µM), for inactives: at the highest dose activity change, negative = growth inhibition, usual class: inhibitors. 420,000 compounds, 15% hits. AID 686978, 2013; note: nearly all actives have a fitted effect of over 55% in size
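Readout: luminescence from CellTiter-Glo after 30 min in the dark at RT. Cells: DT40 Tdp1-/- with stable hTDP1, 400/well. Exposure: compounds alone, ≥48 hr, 37 °C.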
* = called active by the depositor; ? = inconclusive; · = not tested or not shown; [ ] = remark or other dose. Calls come from the whole dose curve; as a rule, active = well fitted curve in the direction sought with a large enough effect; inconclusive = small, poorly fitted or top-dose-only effect, or another doubt; inactive = no such curve, though single readings can be large; an effect the other way counts as inactive or inconclusive. % is set by controls: 0 for no effect and ±100 for the full control effect; potency is the fitted concentration of half-maximal effect.

SMILES	TDP1 inh	DT40 TDP1 CPT	DT40 TDP1 no CPT
CCCc1cc(=O)oc2cc(OCC(=O)N3CCc4ccccc43)ccc12	2%	-3%	-6%
COC(=O)CNC(=O)CNC(=O)c1nn(-c2ccc(OC)c(OC)c2)c(=O)c2ccccc12	·	-1%	2%
O=C(NCc1ccco1)c1nc(-c2ccccc2)n(-c2ccccc2)n1	5%	-6%	-19%
Cc1cccc(N2CCN(C(=O)c3ccc4c(Cl)c5c(nc4c3)CCCC5)CC2C)c1 (centres undefined)	7%	-25%	?
CSc1nc2ncc3c(n2n1)CC(C)(C)CC3=O	5%	-7%	-24%
Cc1cc(NC(=O)CSc2nc(C3CC3)nc3sc4c(c23)CCC(C)C4)no1 (centres undefined)	·	16µM*	18µM*
O=C(CN(Cc1ccc(F)cc1)S(=O)(=O)c1ccc(S(=O)(=O)N2CCOCC2)cc1)Nc1ccccc1	-3%	-15%	-11%
Cc1ccc(NC(=O)COC(=O)CN2C(=O)COc3ccccc32)cc1	5%	-29%	-20%
N#CC1=C(N)NC(=S)C(C(N)=O)C1c1ccc([N+](=O)[O-])cc1 (centres undefined)	11%	5%	-6%
CNC(=S)N1CCC(NC(=O)C(Cc2ccc(F)cc2)NC(C)=O)CC1 (centres undefined)	2%	-6%	-8%
CCOC(=O)c1c(C)n(C)c2cc(-c3cccc(C(F)(F)F)c3)c(O)cc12	-3%	-22%	?
COc1ccccc1CN1CCC(n2nccc2NC(=O)CCCc2ccccc2)CC1	4%	15µM*	?
O=[N+]([O-])c1cccnc1N1CCCCC1	4%	-2%	5%
CCOC(=O)C1=C(COC(=O)/C=C/c2ccc(SC)cc2)NC(=O)NC1C (centres undefined)	·	-25%	?
CCN(CC(=O)NCc1cccs1)C(=O)c1cccc(S(=O)(=O)N(CC)c2ccccc2)c1	·	?	23µM*
COc1ccc(CCNC(=O)C(=O)NCC2CCCN2S(=O)(=O)c2ccccc2)cc1 (centres undefined)	1%	21µM*	18µM*
OCC1CCN(Cc2cn(Cc3ccccc3)nc2-c2cc3ccccc3o2)CC1	5%	?	?
NS(=O)(=O)c1ccc(CNC(=O)/C=C/c2c(F)cccc2Cl)cc1	0%	-4%	2%
Cc1cc(N/N=C/c2c[nH]c3ccccc23)c2ccccc2n1	6%	4%	-19%
Cc1ccc2[nH]c(=O)c(CN(Cc3cccs3)Cc3nnnn3Cc3ccccc3)cc2c1	4%	-28%	?
CCO[C@@H]1OC(C(=O)NCc2nc3ccccc3[nH]2)=C[C@H](C)[C@H]1CCCO	6%	-7%	?
CC(C)CC(=O)NC(=S)Nc1cccc(NC(=O)c2ccccc2)c1	5%	?	?
O=C(NCCCN1CCCC1=O)c1cc(NS(=O)(=O)c2ccc(F)cc2)cc(NS(=O)(=O)c2ccc(F)cc2)c1	7%	-2%	0%
COc1ccc(OC)c2c1C(=O)c1ccccc1C2=O	·	-9%	-29%
O=C(c1cc2ccccc2cc1O)N1CCN(c2ccccc2O)CC1	0%[0.505 µM]	?	?
COc1ccc(CCNC(=O)COC(=O)/C=C/c2ccc(OCC#N)c(OC)c2)cc1	3%	11%	-10%
Cc1cccc2cc(CNCCCN3CCCC3=O)c(N3CCN4CCCC4C3)nc12 (centres undefined)	·	?	?
CC(C)(C)Nc1nc(Cl)nc(NC(C)(C)C)n1	-4%	-21%	-16%
Cn1nc(-c2ccccc2)cc1NC(=O)c1cccs1	1%	1%	-5%
NC(=O)COC(=O)c1c2c(nc3ccccc13)CCCC2	5%	-2%	-11%
O=C(CCCCCN1C(=O)c2cccc([N+](=O)[O-])c2C1=O)NCCc1ccccc1	·	-17%	-22%
COc1cc(/C=C/C(=O)OCc2csc(CC(=O)Nc3ccc(C)cc3)n2)ccc1OCC#N	3%	-3%	-9%
COc1cc2c(cc1OC)CN(C(=O)c1cc(S(=O)(=O)N3CCCCC3)ccc1Cl)CC2	5%	21µM*	12µM*
O=C(NCc1cccs1)c1ccc2sc(COCCO)nc2c1	·	-5%	-20%
Cc1ccc(S(=O)(=O)NCC(=O)N(CC2CCCO2)C(C(=O)NC2CCCCC2)C(C)C)cc1 (centres undefined)	·	-22%	-29%
O=C(NNC(=O)c1ccccc1Br)c1ccncc1	·	-12%	24%
O=C(NCCc1ccccn1)C1CC12CCN(C(=O)c1cccc(C(F)(F)F)c1)CC2 (centres undefined)	·	-4%[9.04 µM]	-19%
COc1ccc(NC(=S)Nc2ccc(OC(F)F)cc2)cn1	-3%	6%	-1%
CCCc1c(O)nc(SCCN(CCC)CCC)[nH]c1=O	6%	-23%	1%
CC1=NN(C(=O)c2cc(C)nn2C)C(O)(C(F)(F)F)C1 (centres undefined)	5%	0.65µM*	0.92µM*
COc1cccc(N2CCN(S(=O)(=O)c3ccc4c(c3)N(C(C)=O)CCO4)CC2)c1	6%	?	?
CCN(C)C1CN(Cc2cn(CCCOC)nn2)S(=O)(=O)C1 (centres undefined)	·	0%	-9%
O=C1CN(C(=O)CSc2nc3ccccc3c(=O)n2Cc2ccc(F)cc2)c2ccccc2N1	0%	-28%	?
CC(C)C(NC(=O)c1ccco1)C(=O)NCC(c1ccco1)N1CCCCC1 (centres undefined)	2%	-4%	-9%
Cc1cc(C(C)(C)C)nc2[nH]n(-c3ccccc3)c(=O)c12	6%	-8%	-25%
COc1ccc(C(C(=O)NCC2CCCO2)N(Cc2ccco2)C(=O)c2snc(C(N)=O)c2N)cc1OC (centres undefined)	·	-26%	4%
CC1(C(=O)N2CC3(CC(c4cccc([N+](=O)[O-])c4)=NO3)C[C@H]2C(=O)NCC(N)=O)CC1 (some centres undefined)	8%	-2%	14%
c1ccc(COc2ccc(-c3cc4nc(NCCN5CCOCC5)ccn4n3)cc2)cc1	·	?	21µM*
OC(COC(c1ccc(Cl)cc1)c1ccc(Cl)cc1)CN1CCN(c2ccccn2)CC1 (centres undefined)	8%	?	16µM*
CN(C)c1cccc(CNC(=O)c2csc([C@@H]3O[C@H](CO)[C@H](O)[C@H](O)[C@H]3O)n2)c1	·	0%	0%
CSc1ccc(/C=C/C(=O)OCC(=O)N2CCCCCC2)cc1	0%	-21%	-6%
Cc1cccc(NC(=O)C[n+]2ccccc2)c1	·	-1%	3%
CCCCCn1c(=O)c(C(=O)OCC)c(O)c2ccccc21	-2%	-19%	-9%
Cc1ccc(S(=O)(=O)Nc2ccc(N3CCOCC3)cc2)cc1	2%	-16%	-3%
CCCn1c(N2CCN(C(=O)/C=C/C(=O)O)CC2)nc2ccccc21	·	3%	20%
CN(CCO)S(=O)(=O)c1ccc2c(c1)C(=NN)c1cc(S(=O)(=O)N(C)CCO)ccc1-2	·	-25%	?
Cc1[nH]c2ccccc2c1C(=O)CSC(=S)N(C)C1CCCCC1	3%	-4%	-1%
CCc1cccc(NC(=O)CCCn2c(=O)[nH]c3ccsc3c2=O)c1	-13%	7%	1%
Cc1ccc(C(=O)N(CCc2ccccc2)Cc2ccccc2)cc1S(=O)(=O)N1CCOCC1	·	15µM*	23µM*
Cc1cccc(S(=O)(=O)Nc2ccc3c(c2)OCCO3)c1	3%	-28%	?
Following part:
SMILES	TDP1 inh	DT40 TDP1 CPT	DT40 TDP1 no CPT
Nc1cc(=O)[nH]c(SCC(=O)c2ccc(O)cc2O)n1	·	0%	1%
NC(=O)c1nsc(C(=O)N(c2ccc(F)cc2)C(C(=O)NCC2CCCO2)c2c[nH]c3ccccc23)c1N (centres undefined)	4%	?	?
CCCCCCCCNC(=O)C(CCC(=O)OCc1ccccc1)NC(C)=O (centres undefined)	-6%	-23%	-20%
COc1cccc(NC(=O)NNC(=O)CCc2ccc(O)c(O)c2)c1	0%	-22%	8%
CC(NC(=O)c1cc(Sc2ccc(F)cc2F)nc2ccccc12)c1ccccc1 (centres undefined)	3%	13µM*	23µM*
CCOc1ccc(Nc2nc3ccccc3n3nnnc23)cc1	9%	?	-30%
CC1Cn2c(nnc2-c2ccc(F)cc2)S1 (centres undefined)	5%	3%	2%
O=C(COC(=O)c1ccccc1Oc1ccccc1)NCc1ccco1	0%	?	-27%
Oc1ccc(C(=S)N2CCN(Cc3ccccc3)CC2)cc1	0%	?	?
Cc1ccc(-c2csc3ncnc(-n4nc(C)cc4N)c23)cc1	-7%	-5%	-3%
COCCn1c(SCC(=O)Nc2ccc3c(c2)OCCO3)nc2c(c1=O)SC(C)C2 (centres undefined)	5%	15µM*	?
CCC(=O)N1CCC1(C)C(=O)Nc1ccc(C)c(C)c1 (centres undefined)	·	-12%	-5%
c1ccc2c(c1)CCN(C1CCCCC1)C2	3%	5%	-5%
COC(=O)c1sccc1NC(=O)CC1C(=O)NCCN1C(=O)Nc1cc(Cl)ccc1OC (centres undefined)	·	-22%	?
Cc1ccc([C@H]2C[C@H](O)[C@@H](n3cc(C4CC4)nn3)CN2Cc2cccs2)cc1	·	9.2µM*	12µM*
CC(=O)N1c2ccc(S(=O)(=O)NCCC(=O)N(C)C3CCCCC3)cc2CC1C (centres undefined)	1%	10µM*	?
COc1ccc(-c2nn(-c3ccccc3)cc2C2NC(=O)NC(C)=C2C(=O)OC(C)C)cc1Cl (centres undefined)	·	?	?
CCC(C)(C)C1CCC(=NNc2nc3ccccc3[nH]2)CC1 (centres undefined)	10%	-10%	-4%
O=C(CCN1C(=O)C2CC=CCC2C1=O)OCC(=O)c1ccc(F)cc1 (centres undefined)	0%	-4%	9%
O=C(COC(=O)c1ccc(Cl)cc1O)Nc1cccnc1Cl	5%	20%	-4%
Cc1ccc(NC(=O)c2ccc(COc3ccccc3Cl)o2)cc1	-5%	?	?
O=C(O)c1ccccc1N1C(=O)c2cccc3cccc(c23)C1=O	·	-3%	-2%
COc1ccc(NC(=O)c2ccc(NC(=O)CCS(=O)(=O)c3cccs3)cc2)cc1Cl	-3%	?	?
CC(=O)Nc1ccc(C(=O)CSc2nnc(-c3ccc(O)cc3)n2CC2CCCO2)cc1 (centres undefined)	5%	3%	2%
Cc1ccc(NC(=O)CSCC(=O)Nc2cc(C(F)(F)F)ccc2N2CCOCC2)cc1	·	18µM*	21µM*
O=C(Nc1ccc(F)cc1)N1CCN(c2ccc(F)cc2)CC1	2%	20%	-2%
COC(=O)c1cccc(NC(=O)c2cnoc2C)c1	1%	-30%	-46%
Cc1cc(Br)ccc1S(=O)(=O)NCc1ccccc1	·	-27%	1%
COc1ccc(OC)c(-c2csc(NC(=O)Cc3ccccc3)n2)c1	·	?	?
CS(=O)(=O)N(CC(=O)NCc1ccncc1)c1cc(Cl)ccc1Cl	5%	-1%	1%
COc1ccc(NC(=O)CC(c2ccco2)C(C)C)cc1 (centres undefined)	·	-10%	?
CCOC(=O)[C@@H]1[C@H]2COc3ccc(Br)cc3[C@@H]2N2C(=O)N(c3cccc(F)c3)C(=O)[C@]12C	·	?	?
COC(=O)/C=C/C(C)=C/C=C/C(C)=C/C=C/C=C(C)/C=C/C=C(C)/C=C/C(=O)O	·	-10%	?
O=C(CSCc1ccc(Cl)cc1)N/N=C/c1c(Cl)cccc1Cl	0%	-26%	-24%

Compounds from the list above that have an NH in an aromatic ring, in the order listed:
SMILES	TDP1 inh	DT40 TDP1 CPT	DT40 TDP1 no CPT
Cc1cc(N/N=C/c2c[nH]c3ccccc23)c2ccccc2n1	6%	4%	-19%
Cc1ccc2[nH]c(=O)c(CN(Cc3cccs3)Cc3nnnn3Cc3ccccc3)cc2c1	4%	-28%	?
CCO[C@@H]1OC(C(=O)NCc2nc3ccccc3[nH]2)=C[C@H](C)[C@H]1CCCO	6%	-7%	?
CCCc1c(O)nc(SCCN(CCC)CCC)[nH]c1=O	6%	-23%	1%
Cc1cc(C(C)(C)C)nc2[nH]n(-c3ccccc3)c(=O)c12	6%	-8%	-25%
Cc1[nH]c2ccccc2c1C(=O)CSC(=S)N(C)C1CCCCC1	3%	-4%	-1%
CCc1cccc(NC(=O)CCCn2c(=O)[nH]c3ccsc3c2=O)c1	-13%	7%	1%
Nc1cc(=O)[nH]c(SCC(=O)c2ccc(O)cc2O)n1	·	0%	1%
NC(=O)c1nsc(C(=O)N(c2ccc(F)cc2)C(C(=O)NCC2CCCO2)c2c[nH]c3ccccc23)c1N (centres undefined)	4%	?	?
CCC(C)(C)C1CCC(=NNc2nc3ccccc3[nH]2)CC1 (centres undefined)	10%	-10%	-4%

This is a random part of the collection; overall some 18% were active at least once.
